A3G deaminase: APOBEC3G DNA deaminase inhibitors, primary screen, biochemical, fluorescence, single-stranded DNA substrate, uHTS; AID 493012, 2011; 0.28% of 330,000 active; inhibition, % at 20 µM; DNA dC->dU-editing enzyme APOBEC-3G (Homo sapiens), Q9HC16; recombinant A3G, ssDNA deamination FAM/TAMRA fluorescence;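 active means inhibition of at least 40% at 20 µM, with no more than 30% in the related APOBEC3A deaminase screen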;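 further: plate controls were DMSO wells with A3G for no effect and wells lacking A3G enzyme for full effect; some compounds called inactive have numbers as strong as hits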
beta cell repl: inducers of MIN6 beta-cell proliferation, primary screen, ATP luminescence, uHTS. MIN6 cells proliferation, ATPlite luminescence, 48 h; cells starved in 0.2% serum; 100% = growth in 10% serum. proliferation, % at 10 µM. 0.29% of 330,000 active;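 active means compounds whose signal lies at least 3.5 SD above the mean of all wells on their plate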;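 further: 0% = DMSO-treated cells in low-serum medium and 100% = 10% serum control; some compounds called inactive have numbers as strong as hits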
hIAP activ: human IAP activators, primary screen, biochemical, luminescence, uHTS; activation factor at 10 µM; purified human IAP, CDP-Star luminescence, 30 min; hits give high values; 1 = vehicle-only enzyme, 0 = enzyme-free background; 0.16% of 330,000 active; AID 2524, 2010;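 active means activation factor of the enzyme at least 2-fold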; further: the source names both 10 and 20 µM as test concentration; values of inactives mirror those of a sister screen read the other way
Target sequence (P09923 whole entry, looked up): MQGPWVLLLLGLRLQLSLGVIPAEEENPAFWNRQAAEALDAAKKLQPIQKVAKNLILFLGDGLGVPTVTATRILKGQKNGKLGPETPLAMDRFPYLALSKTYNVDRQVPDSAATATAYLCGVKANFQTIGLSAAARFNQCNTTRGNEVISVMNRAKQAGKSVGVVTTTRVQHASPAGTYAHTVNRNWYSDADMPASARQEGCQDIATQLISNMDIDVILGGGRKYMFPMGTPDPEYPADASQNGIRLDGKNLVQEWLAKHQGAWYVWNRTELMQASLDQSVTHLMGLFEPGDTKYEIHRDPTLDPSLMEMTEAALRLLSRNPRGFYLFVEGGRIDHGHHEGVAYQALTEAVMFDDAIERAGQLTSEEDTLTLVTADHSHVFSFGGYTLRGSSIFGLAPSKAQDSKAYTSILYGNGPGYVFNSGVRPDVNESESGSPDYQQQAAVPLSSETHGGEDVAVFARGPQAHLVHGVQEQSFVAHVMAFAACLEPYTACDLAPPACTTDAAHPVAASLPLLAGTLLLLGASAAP
hIAP block: human IAP inhibitors, primary screen, biochemical, luminescence, uHTS; Intestinal-type alkaline phosphatase (Homo sapiens), P09923; purified IAP, CDP-Star luminescence, 30 min; inhibition, % at 10 µM; 0.12% of 330,000 active; AID 2544, 2010;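 active means inhibition reaching a set limit with compound at 10 µM in the primary screen, cut at about 35% in these data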;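 further: plate controls were DMSO wells with enzyme for no effect and no-enzyme buffer wells for full effect; values of inactives mirror those of a sister screen read the other way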
NALP3 yeast inh: NALP3 inflammasome inhibitors in reconstituted yeast, primary screen, luminescence, uHTS; Yeast reconstituted NLRP3/ASC/caspase-1, beta-gal luminescence, 24 h; inhibition, % at 10 µM; 0.39% of 330,000 active; AID 2825, 2010;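 active means inhibition of 50% or more; inactive means inhibition below 50%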;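 further: plate controls were induced DMSO wells for no effect and uninduced yeast grown without galactose for full effect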
A3A deaminase: APOBEC3A ssDNA deaminase inhibitors, primary screen, selectivity assay for APOBEC3G inhibitor project, biochemical, FAM/TAMRA oligo cleavage fluorescence | DNA dC->dU-editing enzyme APOBEC-3A (Homo sapiens), P31941 | recombinant A3A, FAM/TAMRA ssDNA deamination fluorescence | inhibition, % at 20 µM | 0.41% of 330,000 active;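 active means at least 40% inhibition at 20 µM here, with at most 30% in a related deaminase screen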;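 further: plate controls were A3A with DMSO for no effect and wells lacking A3A enzyme for full effect; some results filed as inactive read as strong as hits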
Target sequence (P31941 whole entry, looked up): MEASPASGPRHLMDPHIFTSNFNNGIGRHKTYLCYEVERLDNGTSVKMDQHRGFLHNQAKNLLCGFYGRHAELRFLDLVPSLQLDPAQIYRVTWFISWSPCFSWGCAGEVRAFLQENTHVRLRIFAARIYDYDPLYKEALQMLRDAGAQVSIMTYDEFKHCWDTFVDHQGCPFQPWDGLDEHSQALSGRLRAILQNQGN
mIAP act: activators of mouse IAP, primary screen, biochemical, luminescence, uHTS; intestinal alkaline phosphatase [Mus musculus]; muIAP, CDP-Star luminescence, 30 min; hits give high values; 1 = vehicle-only enzyme signal, 0 = enzyme-free wells; activation factor at 10 µM; 0.24% of 330,000 active; AID 2805, 2010;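 active means activation factor of at least 2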; further: the source names both 10 and 20 µM as test concentration; values of inactives mirror those of a sister screen read the other way
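Assay system: mouse IAP enzyme / Compound: DMSO-dissolved test compounds / Timing: 30 min, room temperature / Measured by: luminescence from enzymatic CDP-Star hydrolysis / Control set: DMSO-only wells, enzyme-free buffer wells as negative control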
mIAP block: inhibitors of mouse IAP, primary screen, biochemical, luminescence, uHTS | intestinal alkaline phosphatase [Mus musculus] | 0.2% of 330,000 active | purified mouse IAP, CDP-Star luminescence, 30 min | AID 2806, 2010 | inhibition, % at 10 µM;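 active means inhibition of at least 40% at 10 µM in the primary screen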;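 further: plate controls were DMSO with enzyme for no effect and no enzyme wells for full effect; values of inactives mirror those of a sister screen read the other way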
SENP1 FRET inh: human SENP1 catalytic domain inhibitors, primary screen, biochemical, FRET, uHTS | recombinant SENP1 catalytic domain, CyPet-SUMO1-YPet FRET cleavage | inhibition, % at 10 µM | 0.21% of 360,000 active;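 active means inhibition at least 30% at 10 µM, raw YFP signal under a set limit, fluorescence ratio 0.5 to 1.5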;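 further: 0% = enzyme with DMSO and 100% = no enzyme wells; some results filed as inactive read as strong as hits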
Target sequence (Q9P0U3 419-644 limits assumed): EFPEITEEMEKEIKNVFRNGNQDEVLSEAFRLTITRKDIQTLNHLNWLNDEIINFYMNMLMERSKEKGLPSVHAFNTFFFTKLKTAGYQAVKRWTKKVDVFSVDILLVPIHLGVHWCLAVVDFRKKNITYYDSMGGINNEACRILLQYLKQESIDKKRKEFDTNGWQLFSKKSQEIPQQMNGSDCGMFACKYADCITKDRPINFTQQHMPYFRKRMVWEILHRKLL
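Test system: hSENP1 catalytic domain, recombinant; Amount: 20 pM final SENP1 enzyme; Medium: Tris pH 8 buffer plus EDTA, NaCl, BME, BSA, NP40, catalase; Schedule: 50 min enzyme reaction, room temperature, light-protected; Technique: FRET fluorescence in CFP and YFP emission channels; Controls: no-enzyme wells low, DMSO-plus-enzyme wells high control.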
Numbers without * were called inactive; · = no result given.

mol	A3G deaminase	beta cell repl	hIAP activ	hIAP block	NALP3 yeast inh	A3A deaminase	mIAP act	mIAP block	SENP1 FRET inh
CSCCC(NS(=O)(=O)c1ccccc1)C(=O)Nc1nccs1 (configuration not stated)	-13	7	1.4	-35	10	-5	0.81	19	-9
Cc1nc(NCCN2CCOCC2)c2nnn(Cc3ccccc3Cl)c2n1	-4	-1	0.91	9	-6	-2	0.91	9	-10
COCCSc1nnc(NC(=O)CS(=O)(=O)c2ccccc2)s1	-7	-2	1	-4	5	1	1	-2	1
CCC(=O)N1N=C(c2ccc(NS(=O)(=O)c3ccc(C)cc3)cc2)CC1c1ccco1 (configuration not stated)	-6	-6	0.87	13	16	-2	0.95	5	0
COc1ccc(CCNc2cc(C)nc3c(-c4ccccc4)c(C)nn23)cc1OC	-4	-1	1	-1	18	-1	1	-4	4
CCn1c(-c2cc(-c3cc(OC)ccc3OC)nc3ccccc23)n[nH]c1=S	-1	0	0.95	5	12	2	0.94	6	-2
CCCc1nc(-c2cc3ccc(C)cc3[nH]c2=O)no1	-4	1	1.1	-12	7	-2	0.99	1	-15
CC1(C)c2[nH]c3ccccc3c2C[C@@H]2C(=O)N(Cc3ccco3)C(=O)N21	3	-3	1.1	-8	15	0	1.1	-13	-44
C/C(=N\O)C1CCCCC1	-4	-2	1.1	-14	-5	-9	1.1	-10	·
NNC(=O)c1ccc2[nH]c3c(c2c1)CCCC3	1	-3	0.91	9	20	-1	1.2	-18	-3
Cc1cccc(N2C(=O)CC(Sc3nc(C)c4c(n3)CCCC4)C2=O)c1 (configuration not stated)	-7	-1	0.93	7	-3	-6	0.97	3	2
Cc1ccc(CS(=O)Cc2ccc(C(=O)N3CCN(c4ccccc4)CC3)o2)cc1 (configuration not stated)	-5	1	1.1	-8	10	-7	0.99	1	0
COC(=O)CSCC(=O)Nc1nnc(-c2cccc(C)c2)s1	-10	-1	1.1	-6	-3	4	1.1	-6	1
COc1ccc(/C=C/C(=O)N2CCN(c3ccccn3)CC2)cc1	-5	-1	1.1	-5	23	-1	0.95	4	0
CC1CC(=O)N(CC(=O)NCc2ccccc2)c2ccccc2S1(=O)=O (configuration not stated)	-4	-4	1.1	-11	9	2	1	-2	2
CC(=O)OCCCN1C(=O)c2cccc3cc(Br)cc(c23)C1=O	-3	2	1.1	-6	49	6	1	0	·
Cc1ccc(/C=N/n2c(C3CCCCC3)n[nH]c2=S)cc1	7	-3	0.79	21	30	2	0.98	2	2
CNc1nc2c(N)ncnc2n1[C@H]1O[C@@H](CO)[C@H](O)[C@@H]1O	-3	-1	1	0	0	-1	0.95	5	0
CC1=C(C#N)C(Nc2ccc(Cl)cn2)(C(F)(F)F)C(=O)N1 (configuration not stated)	-3	-1	0.99	1	27	0	0.79	22	1
CC(NC1c2ccccc2-c2ccccc21)c1ccccc1 (configuration not stated)	-3	3	0.84	16	8	-1	1	-2	-2
Cc1ccc(S(=O)(=O)N(C)CC(=O)OCC(=O)N2CC(=O)Nc3ccccc32)cc1	-8	-2	0.95	4	23	4	1	-4	0
CN(/N=C\c1ccc(O)c(O)c1)c1nc(-c2ccccc2)cc(-c2ccccc2)n1	-5	-6	1.2	-21	7	-2	0.88	12	2
CCN1C(=O)NC(c2ccc(Cl)cc2)C2=C1CCCC2=O (configuration not stated)	-2	0	1.1	-12	20	-1	0.93	7	-2
CCCCNC(=O)CCCCCn1c(=O)[nH]c2cc(C(=O)OC)ccc2c1=O	-3	-1	0.98	2	3	2	0.98	2	2
COCCNc1nc(SCc2ccccc2)nc2sc3c(c12)CCC3	3	-5	0.97	3	10	3	0.9	10	-3

Rewritten as labelled records: 2 of the compounds above.
SMILES: CN(/N=C\c1ccc(O)c(O)c1)c1nc(-c2ccccc2)cc(-c2ccccc2)n1
  A3G deaminase: -5 | beta cell repl: -6 | hIAP activ: 1.2 | hIAP block: -21 | NALP3 yeast inh: 7 | A3A deaminase: -2 | mIAP act: 0.88 | mIAP block: 12 | SENP1 FRET inh: 2
SMILES: Cc1ccc(S(=O)(=O)N(C)CC(=O)OCC(=O)N2CC(=O)Nc3ccccc32)cc1
  A3G deaminase: -8 | beta cell repl: -2 | hIAP activ: 0.95 | hIAP block: 4 | NALP3 yeast inh: 23 | A3A deaminase: 4 | mIAP act: 1 | mIAP block: -4 | SENP1 FRET inh: 0

Next part
mol	A3G deaminase	beta cell repl	hIAP activ	hIAP block	NALP3 yeast inh	A3A deaminase	mIAP act	mIAP block	SENP1 FRET inh
Cc1cccc2c1OCC/C2=N\NC(=O)COc1ccccc1Cl	-6	5	1.1	-13	11	0	0.93	7	1
Cc1c(C(=O)Nc2ccc(Br)cc2)cnn1C	-7	0	0.94	6	3	-4	0.91	10	2
CCOC(=O)C1=C(CS(=O)(=O)c2ccccc2)NC(=O)NC1c1ccc(OC)c(OC)c1 (configuration not stated)	-7	-2	1.1	-9	23	-8	0.97	3	0
COc1ccc(CN2C(=O)c3cccnc3C2=O)cc1S(=O)(=O)NC1CCCCC1	-5	-3	1.2	-21	7	-4	0.66	34	-1
COc1ccc(CCNC(=O)CCC2COc3ccccc3O2)cc1OC (configuration not stated)	-6	1	0.97	3	13	0	0.98	2	0
CN(C(=O)CC(NC(=O)c1ccccc1Cl)c1ccccc1)c1ccccc1 (configuration not stated)	-6	4	1.3	-29	13	0	1	0	0
CNC(=S)N1CCN(CCNC2=CC(=O)CC(C)(C)C2)CC1	-6	1	1.1	-5	11	1	1.1	-6	1
O=C(c1ccc([N+](=O)[O-])cc1[N+](=O)[O-])N1CCN(C(=O)C2CCCO2)CC1 (configuration not stated)	-6	0	1.1	-14	9	-3	1.1	-7	2
CC(C)(C)C(=O)CSc1nnc(-c2cccs2)n1CC1CCCO1 (configuration not stated)	-2	-4	0.91	9	5	0	1	0	-1
COc1ccccc1OC(=O)CN1C(=O)c2ccccc2C1=O	1	-2	0.78	22	16	-3	1	-3	2
CC1(C)CC(=O)C2=C(C1)N=C1SCCC(=O)N1C2c1ccc(C(F)(F)F)cc1 (configuration not stated)	-1	-2	0.92	8	4	3	0.91	9	-6
CCn1cc(/C=N/NS(=O)(=O)c2ccc(C)cc2)c(C)n1	-3	0	0.95	5	2	0	0.94	6	2
Cc1ccccc1C(=O)Nc1ccc(C(=O)N/N=C/c2ccncc2)cc1	-4	-2	1.2	-16	10	0	0.9	10	-7
CSCCC(NS(=O)(=O)c1ccc(C)cc1)C(=O)N1CCCCCCC1 (configuration not stated)	-6	-5	1.2	-16	15	-3	0.99	1	-1
CC(C)(C)c1cc(C(=O)N/N=C/c2cc3c(cc2Br)OCO3)n[nH]1	1	-3	1.5	-45	8	1	1	-4	-2
COc1cccc(NC(=O)c2ccc(NS(=O)(=O)c3cccs3)cc2)c1	-3	0	1.1	-10	17	2	0.97	3	1
Cc1cnc(C(=O)OCc2ccc(COC(=O)c3cnc(C)cn3)cc2)cn1	-5	-1	0.96	4	-2	-5	1.1	-6	-3
Cc1[nH]n(-c2ccccc2)c(=O)c1N=Nc1ccc2c(c1)OCCO2	-4	-3	0.94	6	27	-1	0.92	8	10
Cc1ccc(-c2noc(=O)n2CC(=O)Nc2ccc(S(=O)(=O)NC3CC3)cc2)cc1	-8	-2	1.1	-10	14	-8	1.1	-7	0
Cc1ccc(NC(=O)c2c(C(F)(F)F)nn(C)c2Cl)cc1C	-6	-1	1	-3	18	-2	1	-2	1
Cc1ccccc1-c1nnc(Cc2ccccc2)o1	0	-2	1.2	-24	-4	0	0.98	2	0
COC(=O)[C@H](Cc1c[nH]c2ccccc12)NC(=O)NCc1ccc(OC)c(OC)c1	-6	0	0.99	1	14	-2	0.96	4	6
O=C(CN(C1CCCCC1)S(=O)(=O)c1ccc(F)cc1)NCCCO	-2	0	1.1	-9	10	-5	1	-2	3
COC(=O)c1sc(NC(=O)CSc2n[nH]c(N)n2)c(C(=O)OC)c1C	-7	-1	1.4	-38	18	-6	0.89	11	1
O=C(c1coc2ccc(O)cc12)C1CC1	-1	5	1	-2	21	7	0.99	1	1

Other structures follow.
mol	A3G deaminase	beta cell repl	hIAP activ	hIAP block	NALP3 yeast inh	A3A deaminase	mIAP act	mIAP block	SENP1 FRET inh
Cc1ccc(NC(=O)c2cc3ccccc3o2)nc1	1	-4	0.94	6	44	1	1	0	-8
Cc1cccc(-n2c(C)cc(C)c(C#N)c2=O)c1	0	-2	0.87	13	-12	-1	1.1	-5	1
CSc1ncc2c(=O)[nH]c(-c3ccccc3)nc2n1	-11	-2	1	-4	7	-5	0.98	2	2
CCC(=O)c1ccc(N2CCN(C(=O)c3ccc(F)cc3)CC2)c(F)c1	-1	-1	1.2	-18	4	2	1	0	5
O=C(c1cc(-c2ccc(O)cc2)on1)N1CCCc2ccccc21	-6	4	0.86	14	17	-1	1.1	-8	-1
Nc1nc(N2CCOCC2)n[nH]1	-1	0	1.1	-11	3	2	0.99	1	-1
COC(=O)Cc1ccc(OC(=O)CCS(=O)(=O)c2ccc(Cl)cc2)cc1	-12	-4	0.76	24	23	9	0.95	5	1
COC(=O)c1cc(OC)c(OC)cc1NC(=S)N1CCN(C/C=C/c2ccccc2)CC1	-4	0	0.96	4	10	-4	1	-4	1
COc1cc(NC(=O)COn2nnc3ccc(S(C)(=O)=O)cc32)cc(OC)c1	-4	-3	1.1	-13	-1	-4	1.2	-15	-1
CCOc1ccc(C2NC(=O)NC(C)=C2C(=O)OC)cc1C (configuration not stated)	-8	3	1.1	-11	18	-4	1.1	-6	-3
O=C(NCN1CCc2ccccc2C1)c1cnccn1	-3	-1	0.81	18	-5	-1	1.1	-7	-4
O=C(CSc1ccc(Br)cc1)Nc1ccccc1N1CCOCC1	-9	0	1	-4	19	24	0.98	2	3
CN(c1cccnc1)c1ncnc2[nH]ncc12	-6	-3	1.1	-9	-7	-5	0.94	6	1
COc1ccc([N+](=O)[O-])cc1NC(=O)Nc1cccc(Cl)c1	-4	-1	0.84	16	15	4	0.99	1	0
Cc1csc(NC(=O)CCN2C(=O)c3ccccc3S2(=O)=O)n1	1	-3	1	-3	11	1	0.95	5	1
O=C(NCc1ccco1)c1ccc(CS(=O)Cc2ccc(Cl)cc2)o1 (configuration not stated)	-5	4	1.2	-18	18	-4	0.97	3	0
CC(=O)Nc1sc(C)c(C)c1CN1CCN(S(=O)(=O)c2ccccc2)CC1	-7	-2	1.1	-8	18	-2	1	0	2
COc1ccccc1NC(=O)c1ccc(NC(=O)c2cc3c(s2)CCC3)cc1	-7	0	0.93	7	18	2	1	0	2

Screens deposited in PubChem BioAssay by Sanford-Burnham Center for Chemical Genomics.

This is a subset. The share of hits here may be higher or lower than overall.
